Screening data (PubChem)
MEP2-GFP yeast: alters MEP2-GFP fluorescence in TOR pathway yeast screen; S. cerevisiae MEP2-GFP strain, flow cytometry GFP, 3 h; 100% = DMSO control level; GFP response vs DMSO, % at 10 µM; 330,000 compounds, 0.51% hits; AID 2016;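 active = GFP response versus DMSO above a set limit, roughly screen mean plus 3 SD, cut at about 180% in these data; inconclusive = fewer than 70 cells counted for a yeast strain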;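 also: median GFP fluorescence of the barcode-gated MEP2-GFP cells per well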
CIT2 TOR yeast: yeast TOR pathway CIT2-GFP modulation; S. cerevisiae CIT2-GFP strain, flow cytometry, 3 h; 100 means same as DMSO wells; GFP response vs DMSO, % at 10 µM; 320,000 compounds, 0.065% hits;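 active = GFP response relative to DMSO above a set limit, near the screen mean plus 3 SD, cut at about 150% in these data; inconclusive = Fewer than 70 cells measured for a yeast strain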;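 also: ratio of well median GFP fluorescence to mean of DMSO wells on the plate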
JMJD2C inh: blocks human GASC-1 demethylase activity | Q9H3R0 | GST-JMJD2C(1-420) H3K9me3 demethylation, DELFIA europium | inhibition, % at 2.35 µM | 330,000 compounds, 0.069% hits | AID 2099;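 active = more than half of a compound's replicate wells show inhibition beyond 50%, single wells judged on their own value; inconclusive = some, but no more than half, of replicates pass 50% inhibition; inactive = no replicate passes 50% inhibition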;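 also: signal counts dimethyl H3K9 product captured on neutravidin plate; 0% = median of DMSO wells and 100% = 0.3 times that DMSO median; strong numbers were not always called active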
Target sequence (Q9H3R0 1-420 limits assumed): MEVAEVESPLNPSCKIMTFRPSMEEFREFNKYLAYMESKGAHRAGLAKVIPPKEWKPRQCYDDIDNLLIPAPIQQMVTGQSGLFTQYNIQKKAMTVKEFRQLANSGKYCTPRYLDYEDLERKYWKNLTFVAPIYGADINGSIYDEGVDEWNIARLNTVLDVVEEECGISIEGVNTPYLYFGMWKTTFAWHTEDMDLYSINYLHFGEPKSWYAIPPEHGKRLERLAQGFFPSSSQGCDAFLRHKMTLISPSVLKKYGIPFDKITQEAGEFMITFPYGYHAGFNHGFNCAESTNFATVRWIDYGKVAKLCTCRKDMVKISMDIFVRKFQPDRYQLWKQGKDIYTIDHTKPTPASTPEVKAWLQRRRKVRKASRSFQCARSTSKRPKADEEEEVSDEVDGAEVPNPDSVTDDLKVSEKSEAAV
GRK2 inh: inhibitors of human GRK2 displacing RNA aptamer | P25098 | bead flow cytometry, FAM-aptamer displacement from GRK2 | inhibition of aptamer binding, % at 10 µM | 330,000 compounds, 0.59% hits;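 active = inhibition of aptamer binding above 40%, roughly 3 SD of noise, on plates passing a quality check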;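 also: median bead fluorescence of bound FAM aptamer so fluorescent compounds give negative values; no value below 0 was filed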
Target sequence (P25098 whole entry, looked up): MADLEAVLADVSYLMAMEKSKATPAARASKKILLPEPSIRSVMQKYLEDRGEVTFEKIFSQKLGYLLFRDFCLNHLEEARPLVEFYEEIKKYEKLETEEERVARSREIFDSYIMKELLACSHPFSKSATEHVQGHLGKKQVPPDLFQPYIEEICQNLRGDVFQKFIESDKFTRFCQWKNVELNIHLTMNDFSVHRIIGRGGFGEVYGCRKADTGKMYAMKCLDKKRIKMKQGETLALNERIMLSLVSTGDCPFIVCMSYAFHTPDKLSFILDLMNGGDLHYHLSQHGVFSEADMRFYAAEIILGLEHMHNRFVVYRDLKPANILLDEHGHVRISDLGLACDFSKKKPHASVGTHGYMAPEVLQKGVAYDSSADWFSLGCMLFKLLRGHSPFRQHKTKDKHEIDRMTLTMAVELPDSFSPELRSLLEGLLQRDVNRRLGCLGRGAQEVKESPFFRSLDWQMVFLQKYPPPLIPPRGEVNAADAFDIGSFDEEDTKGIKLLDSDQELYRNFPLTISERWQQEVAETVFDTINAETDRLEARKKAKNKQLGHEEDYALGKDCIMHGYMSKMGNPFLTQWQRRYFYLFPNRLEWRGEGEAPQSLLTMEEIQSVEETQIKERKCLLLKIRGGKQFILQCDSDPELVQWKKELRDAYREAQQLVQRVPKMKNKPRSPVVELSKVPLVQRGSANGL
VLA-4 inh: inhibition in a human VLA-4 binding assay. P13612. VLA-4 expressing cells, ligand binding flow cytometry. inhibition, % (about 7 µM as worked out from the volumes in the protocol). 330,000 compounds, 0.2% hits. AID 2557; in the data active = inhibition above about 50%
LAP4 TOR yeast: yeast TOR pathway LAP4-GFP modulation; 320,000 compounds, 0.34% hits; GFP response vs DMSO, % at 10 µM; S. cerevisiae LAP4-GFP multiplex, flow cytometry GFP, 3 h; median GFP as percent of DMSO wells; AID 2023;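 active = GFP response vs DMSO above a set limit, about the screen mean plus 3 SD, cut at about 150% in these data; inconclusive = under 70 cell events counted for the yeast strain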
RPL19A TOR yeast: alters RPL19A-GFP fluorescence in TOR pathway yeast screen. S. cerevisiae RPL19A-GFP strain, flow cytometry, 3 h; hits give low values. percent response vs DMSO, % at 10 µM. 330,000 compounds, 0.3% hits. AID 2025;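 active = percent response vs DMSO below 50%; inconclusive = fewer than 70 events counted for the yeast strain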;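 also: median channel GFP fluorescence of the barcoded RPL19A-GFP strain; ratio of sample median GFP to plate DMSO average so 100% = DMSO; lower means less RPL19A-GFP as with rapamycin TOR inhibition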
AGP1-GFP MLPCN: alters AGP1-GFP fluorescence in TOR pathway yeast screen | AID 2066 | GFP response vs DMSO, % at 10 µM | S. cerevisiae AGP1-GFP multiplex flow cytometry, 3 h; GFP as percent of DMSO wells | 320,000 compounds, 0.02% hits;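 active = GFP response relative to DMSO above a set limit, near screen average plus 3 SD, cut at about 150% in these data; inconclusive = fewer than 70 cells counted for the yeast strain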;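 also: median GFP channel fluorescence of the gated AGP1 strain per well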
* marks the source's active call; other numbers are inactive results; i = inactive; ? = inconclusive; nt = no result given; [ ] = another dose, or the depositor's remark.

Each structure is followed by: AGP1-GFP MLPCN | VLA-4 inh | JMJD2C inh | LAP4 TOR yeast | CIT2 TOR yeast | RPL19A TOR yeast | MEP2-GFP yeast | GRK2 inh
[1] COc1cccc(-c2ccc3ncnc(NCc4cccnc4)c3c2)c1
→ 102 | -1 | nt | 114 | 99 | 99 | 99 | 0
[2] O=C(CSc1ccccc1)Nc1ccc(S(=O)(=O)NCC2CCCO2)cc1 (centres undefined)
→ 106 | 31 | 3 | 95 | 99 | 97 | 102 | 5
[3] O=C(c1cccs1)N1CCC(C(=O)N2CCN(Cc3ccc4c(c3)OCO4)CC2)CC1
→ 98 | 39 | 7 | 101 | 104 | 103 | 106 | 3
[4] O=C(CC1C(=O)NCCN1Cc1ccc(Cl)c(F)c1)NCC1CCOCC1 (centres undefined)
→ 98 | 6 | 11 | 106 | 90 | 96 | 93 | 0
[5] Cc1ccc(C)c(S(=O)(=O)C(C#N)c2nc3ccccc3nc2N2CC(C)OC(C)C2)c1 (centres undefined)
→ 86 | -3 | -10 | 94 | 81 | 89 | 97 | 0
[6] O=C(N/C(=C\c1ccc(Cl)cc1)C(=O)N1CCCCC1)c1ccco1
→ 14[may fluoresce violet] | 9 | 0 | 91[may fluoresce violet] | ? | 64[may fluoresce violet] | 476*[may fluoresce violet] | 1
[7] O=C(O)COCC(=O)N1CCc2c([nH]c3ccccc23)C1C(F)(F)F (centres undefined)
→ 94 | 1 | -1 | 91 | 90 | 102 | 96 | 0
[8] CCOC(=O)c1nnn(-c2nonc2-n2cccc2)c1CN1CCCCC1
→ 103 | 11 | 4 | 100 | 95 | 102 | 105 | 0
[9] C=CCc1cc(Cl)ccc1OCCCNCCO
→ 97 | 16 | 0 | 91 | 96 | 101 | 103 | 0
[10] CC(OC(=O)C1COc2ccccc2O1)C(=O)N(C)c1ccccc1 (centres undefined)
→ 99 | 6 | 11 | 92 | nt | 88 | 119 | 0
[11] CCOc1ccccc1OCC(=O)Nc1cccc(S(=O)(=O)NC2=NCCCCC2)c1
→ 97 | 3 | 5 | 101 | 103 | 97 | 98 | 0
[12] CCSc1nnc(NC(=O)CSc2nnc(CNC(=O)c3ccc(OC)cc3)o2)s1
→ 102 | -4 | -7 | 102 | 99 | 106 | 104 | 3
[13] O=C(c1ccco1)N1CCN(S(=O)(=O)c2cccs2)CC1
→ 103 | -8 | -10 | 97 | 97 | 101 | 106 | 0
[14] CCN(c1ccccc1)S(=O)(=O)c1nnc(NC(=O)C(C)C)s1
→ ? | 8 | 9 | 60[may fluoresce violet] | ? | 22*[may fluoresce violet] | 338*[may fluoresce violet] | 0
[15] CC(=O)Nc1ccc(NC(=O)c2ccc(C)c(S(=O)(=O)Nc3cccc(C)c3)c2)cc1
→ 95 | 15 | 11 | 109 | 91 | 92 | 103 | 0
[16] COC(=O)c1c(-c2ccc(C)cc2)csc1N
→ 104 | -5 | -8 | 111 | 95 | 102 | 109 | 0
[17] COc1ccc(C(=O)COC(=O)CN2C(=O)C3C4C=CC(C4)C3C2=O)cc1 (centres undefined)
→ 99 | -2 | -5 | 106 | 100 | 95 | 98 | 0
[18] c1ccc(-c2nc(-n3nc4ccccc4n3)nc3ccccc23)cc1
→ 89 | -10 | 1 | 95 | 103 | 99 | 97 | 4
[19] O=C(Cc1ccc([N+](=O)[O-])cc1)NC(C(=O)O)C(O)c1cccc([N+](=O)[O-])c1 (centres undefined)
→ 102 | 6 | -11 | 93 | 104 | 102 | 104 | 3
[20] Cc1ccc(C2=NCCn3c2c2ccc(C(F)(F)F)cc2[n+]3[O-])cc1
→ 97 | -2 | -4 | 100 | 100 | 98 | 104 | 1
[21] Cc1cc(-c2ccccc2)nc2cc(C(N)=O)nn12
→ 101 | 6 | 5 | 110 | 122 | 108 | 114 | 0
[22] COC(=O)NNC(=O)COc1cc(C)ccc1C
→ 109 | -11 | -2 | 104 | 104 | 109 | 100 | 5
[23] O=C(C1=NN[C@@H]2C(=O)N(c3ccccc3C(F)(F)F)C(=O)[C@H]12)c1ccc2ccccc2n1
→ 115 | 8 | -7 | 107 | 113 | 116 | 111 | 0
[24] COc1ccc(CNC(=O)COC(=O)/C=C/c2cccc(Br)c2)cc1
→ 105 | -3 | 9 | 92 | 106 | 104 | 106 | 2
[25] CCc1ccc(NC(=O)C2CCN(S(=O)(=O)c3c(C)[nH]c(=O)[nH]c3=O)CC2)cc1
→ 98 | 20 | 8 | 86 | 101 | 95 | 102 | 2
[26] CC(=O)Nc1ccc(C2=NNC(=NCC3CCCO3)SC2)cc1 (centres undefined)
→ 99 | 0 | -7 | 98 | 106 | 100 | 102 | 0
[27] O=C(Nc1ccc(O)cc1)c1cc2n(n1)C(C(F)(F)F)CC(c1ccco1)N2 (centres undefined)
→ 88 | -5 | -2 | 88 | 89 | 89 | 95 | nt
[28] CC(OC(=O)c1cc(=O)[nH]c2ccccc12)C(=O)c1ccccc1 (centres undefined)
→ 104 | -1 | -5 | 95 | 101 | 96 | 106 | 2
[29] COc1ccc(C/C(N)=N/OC(=O)C(c2ccccc2)c2ccccc2)cc1OC
→ 91 | 19 | -2 | 110 | 81 | 97 | 99 | 4
[30] O=C(CSc1nnc(SCc2ccccc2)s1)N/N=C/c1ccc(C(=O)O)cc1
→ 104 | 2 | -6 | 111 | 99 | 99 | 106 | 3
[31] COC(=O)CNC(c1ccccc1Cl)c1cc(Br)ccc1NC(=O)CCN1CCOCC1 (centres undefined)
→ 93 | 13 | -8 | 108 | 95 | 96 | 103 | 0
[32] CC(=O)N1CCc2cc(S(=O)(=O)NCCC(=O)Nc3ccc4c(c3)OCCO4)ccc21
→ 102 | -2 | -1 | 91 | 101 | 101 | 97 | 4
[33] CC(=O)Nc1ccc(C(=O)NN2C(=O)c3ccccc3C2=O)cc1
→ 97 | 4 | -1 | 99 | 99 | 95 | 96 | 0
[34] CC(C)c1nc(SCC(=O)NC2CCCC2)c2c(=O)n(C)c(=O)n(C)c2n1
→ 101 | -6 | -10 | 108 | 96 | 99 | 105 | 2
[35] CCOC(=O)C1CCN(C(=O)CN(c2cc(Cl)ccc2OC)S(=O)(=O)c2ccccc2)CC1
→ 101 | -8 | 27 | 101 | 99 | 95 | 98 | 1
[36] CC(C)c1ccc(N2C(=O)CC(NNC(=O)c3cccnc3)C2=O)cc1 (centres undefined)
→ 101 | -1 | 0 | 103 | 102 | 97 | 96 | 98*
[37] O=C(COC(=O)Cc1ccc(Cl)c(Cl)c1)NCc1ccco1
→ 113 | -3 | -2 | 105 | 109 | 101 | 101 | 0
[38] COc1ccc([N+](=O)[O-])cc1NC(=O)CSCc1ccccc1
→ 95 | 10 | 2 | 103 | 86 | 94 | 100 | 0
[39] CCCn1c(SCC(=O)c2ccc3c(c2)OCCO3)nnc1C(C)C
→ 100 | -5 | -16 | 95 | 101 | 100 | 100 | 0
[40] CCCN1CCN(CCCNC(=O)c2ccccc2NC(=O)C2=C(C)OCCS2)CC1
→ 96 | 5 | -9 | 103 | 96 | 101 | 100 | 0
[41] CC(NC(=O)CCCn1cc([N+](=O)[O-])cn1)c1ccccc1 (centres undefined)
→ 97 | 5 | -20 | 100 | 85 | 89 | 94 | 0
[42] O=C(CSc1ccccn1)Nc1ccc(Cl)cn1
→ 117 | 7 | 1 | 118 | 102 | 115 | 118 | 3
[43] CN1/C(=C\C(=O)c2cccs2)Sc2ccccc21
→ 88 | 14 | -5 | 123 | 83 | 100 | 94 | 6
[44] Cc1ccc(S(=O)(=O)NCCc2cc3ccc(C)c(C)c3[nH]c2=O)cc1
→ 106 | 8 | -29 | 110 | 107 | 97 | 96 | 0
[45] COc1ccc(N2CCN(CC(=O)N3c4ccccc4CC3C)CC2)cc1 (centres undefined)
→ 107 | 4 | -4 | 99 | 104 | 104 | 101 | 0
[46] C=CCN1C(=O)c2ccc(C(=O)N(C)CC(=O)Nc3ccccc3Br)cc2C1=O
→ 90 | 1 | 6 | 78 | 114 | 107 | 103 | 1
[47] O=C(NCC(c1cccs1)N1CCOCC1)c1ccc([N+](=O)[O-])cc1 (centres undefined)
→ 102 | -7 | -3 | 93 | 109 | 103 | 104 | 1
[48] CC1(C)CC(O)CC(C)(C)N1CC(O)COCCOc1ccc(Br)cc1 (centres undefined)
→ 96 | i | 1 | 94 | 72 | 103 | 96 | 1
[49] CC(=O)c1c(C)[nH]c(C(=O)OCc2ccccc2F)c1C
→ 75 | 28 | -21 | 85 | 96 | 90 | 89 | 0
[50] O=C(CSc1ccc(-c2ccc(F)cc2)nn1)NCCc1ccccc1
→ 97 | -8 | 4 | 103 | 107 | 103 | 96 | 0
[51] Cc1cccc(NC(=O)NCCN2CCCCC2)c1
→ 100 | 23 | 26 | 94 | 99 | 100 | 100 | 0
[52] CCCc1ccc(S(=O)(=O)NCc2nnc(SC)n2C)cc1
→ 97 | -8 | -13 | 88 | 104 | 97 | 99 | 0
[53] O=C(N[C@@H](Cc1c[nH]c2ccccc12)C(=O)O)c1ccccc1Cl
→ 105 | 2 | -13 | 98 | 94 | 102 | 111 | 0
[54] OCCNC(=S)Nc1ccc2c(c1)OCCO2
→ 112 | -8 | 1 | 122 | 99 | 99 | 98 | 0
[55] CCc1ccc(CN2CCC(n3nccc3NC(=O)Cc3ccccc3)CC2)o1
→ 92 | 0 | -2 | 70 | 105 | 110 | 98 | 0
[56] C#CCOCCOCCOCCNc1nc(N2CCN(C(=O)[C@H](CCCCN)n3cc(CCCC)nn3)CC2)nc(N2CCN(C(=O)[C@H](Cc3ccc(O)cc3)n3cc(CCO)nn3)CC2)n1
→ 101 | 3 | 1 | 108 | 104 | 109 | 97 | 47*
[57] O=C(COC(=O)/C=C/c1ccc(F)cc1)NC1CCCCCC1
→ 110 | 0 | -2 | 123 | 108 | 95 | 109 | 1
[58] CCCCCCNS(=O)(=O)c1ccccc1Br
→ 98 | 3 | 3 | 144 | 96 | 106 | 102 | 5
[59] O=C(CCCN1C(=O)c2ccccc2C1=O)Nc1ccccc1C(=O)N1CCOCC1
→ 94 | 20 | nt | 97 | 98 | 96 | 97 | 1
[60] CCOc1ccc(/C=C(/NC(=O)c2ccccc2)C(=O)NCCC(=O)O)cc1
→ 108 | -4 | -8 | 109 | 107 | 99 | 99 | 1

Continued.
Each structure is followed by: AGP1-GFP MLPCN | VLA-4 inh | JMJD2C inh | LAP4 TOR yeast | CIT2 TOR yeast | RPL19A TOR yeast | MEP2-GFP yeast | GRK2 inh
[61] COc1ccc(CC(=O)Nc2ccc(C)c(S(=O)(=O)N3CCCCCC3)c2)cc1
→ 95 | 20 | 5 | 93 | 94 | 97 | 91 | 5
[62] O=C1CC(c2ccc(O)cc2)Oc2ccccc21 (centres undefined)
→ 95 | 17 | 6 | 101 | 97 | 100 | 99 | 0
[63] Cc1cccc(NC(=O)c2cc3ccccc3o2)c1
→ 78 | -8 | 5 | 119 | 80 | 88 | 87 | 1
[64] Cc1ccc(C)c(NC(=S)NCc2ccccc2)c1
→ 99 | 7 | -2 | 110 | 101 | 99 | 103 | 0
[65] CCOC(=O)N1CCN(C(=O)c2cnc3n(c2=O)CCS3)CC1
→ 107 | 8 | -4 | 110 | 104 | 108 | 102 | 7
[66] Cc1cc(C)n2nc(C(=O)NCCc3ccccc3)nc2n1
→ 101 | 24 | -2 | 100 | 105 | nt | 106 | 0
[67] O=C(CCN1C(=O)C2CC=CCC2C1=O)N1CCN(c2ccccn2)CC1 (centres undefined)
→ 97 | 1 | 7 | nt | 100 | 98 | 104 | 3
[68] C/C(=N\NC(=O)c1ccoc1C)c1ccc(Cl)s1
→ 93 | -4 | 5 | 101 | 104 | 103 | 100 | 0
[69] CCn1c(SCC(=O)Nc2cccc(OC)c2)nnc1-c1ccc(Cl)cc1
→ 102 | 21 | -14 | 107 | 93 | 101 | 107 | 0
